# GASC1 inh = inhibitors of human demethylase GASC-1 KDM4C; Q9H3R0; GST-KDM4C 2-372, H3K9me3 peptide, LANCE TR-FRET; inhibition, % at 12.5 µM; actives 0.15% (n = 96,000);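 active = mean replicate inhibition above about 25%, with at least 55% of replicates also reaching it, limit read from the data, passing the limit was not always enough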
# Target sequence (Q9H3R0 2-372 limits assumed): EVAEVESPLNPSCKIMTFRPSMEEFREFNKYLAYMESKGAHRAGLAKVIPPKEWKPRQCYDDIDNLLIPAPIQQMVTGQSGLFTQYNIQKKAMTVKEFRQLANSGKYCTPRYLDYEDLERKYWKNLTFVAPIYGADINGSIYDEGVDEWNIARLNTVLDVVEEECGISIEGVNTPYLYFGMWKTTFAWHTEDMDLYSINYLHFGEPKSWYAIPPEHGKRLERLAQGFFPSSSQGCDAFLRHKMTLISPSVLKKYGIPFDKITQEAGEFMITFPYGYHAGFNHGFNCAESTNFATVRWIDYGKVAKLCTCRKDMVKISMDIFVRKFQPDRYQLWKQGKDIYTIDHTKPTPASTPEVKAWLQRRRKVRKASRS
#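 Material: GST-tagged GASC-1 (JMJD2C) catalytic fragment, aa 2-372 / Quantity: enzyme final amount 10 nM / Medium: HEPES buffer, pH 7.5, plus ascorbate / Doses: one test concentration per compound / Incubation: 30 min reaction, 60 min detection, RT / Measured by: LANCE TR-FRET / Read-out: inhibition from TR-FRET ratio decrease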
# Pf Dd2 growth = inhibitors of Plasmodium falciparum Dd2 growth; P. falciparum Dd2 growth, SYBR Green, 72 h; active compounds read low; activity change, % at 10 µM; actives 2.3% (n = 94,000); AID 1159554; in the data active = activity change below about -80%
# Tcruzi prolif = inhibitors of T. cruzi proliferation. T. cruzi beta-gal in NIH3T3, GalScreen luminescence, 90 h. inhibition, % at 8.34 µM. actives 5.9% (n = 77,000). AID 624255;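 active = mean inhibition above about 93%, with at least 55% of replicates each passing it, limit read from the data, passing the limit was not always enough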
# C diff HTS = blocks growth of Clostridium difficile. actives 0.25% (n = 86,000). AID 1259249. Clostridium difficile clinical isolate growth, OD600, 24 h; active compounds read low. growth activity, negative = inhibition, % at 16 µg/mL (by protocol);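 active = mean growth activity at or below -80% and every replicate also at or below -80%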;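 note: 0% = DMSO wells and -100% = levofloxacin 16 µg/mL wells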
# Active calls of the source: *; . = not tested or not shown; & = joins results of further samples. The order is random, and some 6.8% of all compounds hit somewhere here.
# The line under a structure holds: Pf Dd2 growth	GASC1 inh	Tcruzi prolif	C diff HTS
> C[C@H](CO)N1C[C@H](C)[C@H](CN(C)S(=O)(=O)c2ccc(Cl)cc2)OCCCC[C@H](C)Oc2ccc(NC(=O)Nc3cccc4ccccc34)cc2C1=O
    -22.0	-2.0	98.0*	-2.8
> C[C@@H]1CCCCO[C@H](CN(C)S(=O)(=O)c2ccccc2)[C@H](C)CN([C@@H](C)CO)C(=O)c2cc(NS(C)(=O)=O)ccc2O1
    -21.9	-2.2	-18.0	-0.7
> COc1ccc(NC(=O)Nc2ccc3c(c2)C(=O)N([C@@H](C)CO)C[C@H](C)[C@H](CN(C)S(=O)(=O)c2ccc(C)cc2)O3)cc1
    -14.1	-2.2	17.9	-3.0
> COc1ccc(C#Cc2cnc3c(c2)C(=O)N([C@H](C)CO)C[C@H](C)[C@@H](CN(C)C(=O)CC2CC2)O3)cc1
    -40.7	0.7	-18.0	1.6
> COc1ccc(S(=O)(=O)Nc2ccc3c(c2)[C@@H]2C[C@@H](CC(=O)NCC4CC4)O[C@H](CO)[C@@H]2O3)cc1
    16.9	-2.3	7.3	.
> CC=Cc1ccc2n(c1=O)C[C@@H]1[C@@H](CO)[C@H](C(=O)NCCOC)[C@H]2N1Cc1ccccc1OC (mixture of isomers)
    2.9	-1.0	.	-4.3
> C[C@H]1CN([C@@H](C)CO)S(=O)(=O)c2ccc(C#CC3(O)CCCC3)cc2O[C@@H]1CN(C)C(=O)Nc1cccc(F)c1
    -47.4	0.9	63.6	7.3
> Cc1cccc(-c2ccc([C@H]3[C@H]4CN(C(=O)c5ccc6c(c5)OCO6)CCCCN4[C@H]3CO)cc2)c1
    -40.9	0.1	116.0*	-3.6
> CC(C)NC(=O)Nc1ccc2c(c1)CC(=O)N([C@H](C)CO)C[C@@H](C)[C@@H](CN(C)CC1CCCCC1)O2
    -1.2	0.6	-14.4	-1.0
> CCC(=O)Nc1ccc2c(c1)OC[C@@H](C)N(C(=O)COC)C[C@H](C)[C@@H](OC)CN(C)C2=O
    12.5	4.1	-2.8	-2.0
> Cc1ccc(S(=O)(=O)Nc2ccc3c(c2)C(=O)N([C@H](C)CO)C[C@H](C)[C@@H](CN(C)S(=O)(=O)c2ccccc2)OCCCC[C@H](C)O3)cc1
    -53.5	-0.5	59.3	-3.1
> C[C@H](CO)N1C[C@H](C)[C@H](CN(C)C(=O)NC2CCCCC2)Oc2ncc(C#Cc3ccc(C(F)(F)F)cc3)cc2C1=O
    -75.8	5.6	79.5	11.7
> CN(C)CC(=O)Nc1ccc2c(c1)[C@@H]1C[C@H](CC(=O)NCc3ccccc3)O[C@H](CO)[C@@H]1O2
    16.6	-1.6	8.5	.
> C[C@@H](O)C#Cc1ccc([C@@H]2[C@@H](CO)N3CCCCN(C(=O)c4ccc5c(c4)OCO5)C[C@H]23)cc1
    14.3	0.3	25.8	2.7
> C[C@H]1CN([C@@H](C)CO)C(=O)CCCn2nncc2CO[C@H]1CN(C)Cc1ccc(-c2ccccc2)cc1
    -25.2	0.8	28.7	.
> CO[C@H]1CN(C)C(=O)c2cc(NC(=O)CC(F)(F)F)ccc2OC[C@H](C)N(S(=O)(=O)c2cn(C)cn2)C[C@H]1C
    26.6	0.2	.	.
> C[C@@H]1CN([C@@H](C)CO)S(=O)(=O)c2ccc(Br)cc2O[C@H]1CN(C)C(=O)c1cnccn1
    5.0	1.1	28.1	-3.0
> COc1ccc(NC(=O)N(C)C[C@H]2Oc3cc(-c4cccc(C(=O)N(C)C)c4)ccc3S(=O)(=O)N([C@H](C)CO)C[C@@H]2C)cc1
    -36.1	2.8	.	-0.9
> O=C(Cc1ccccn1)N[C@H]1C=C[C@H](CC(=O)N2CCCCC2)O[C@@H]1CO
    12.8	.	-60.8	0.0
> CCN1CC(=O)N2[C@H](CO)[C@@H](c3ccc(Br)cc3)[C@H]2C1
    42.2	-1.2	.	-1.7
> C[C@@H]1CN([C@@H](C)CO)C(=O)c2cc(NC(=O)Nc3ccc(F)cc3)ccc2O[C@@H](C)CCCCO[C@H]1CN(C)S(=O)(=O)c1cn(C)cn1
    -38.1	-0.2	-29.8	.
> COc1ccc(NC(=O)Nc2cccc3c2O[C@H](CN(C)Cc2ccc(Cl)c(Cl)c2)[C@@H](C)CN([C@H](C)CO)C3=O)cc1
    -27.7	-1.3	1.9	5.4
> CN1C(=O)c2cc(NC(=O)Cc3ccccc3)ccc2OC[C@@H]2O[C@H](CC(=O)NCc3ccc(Cl)cc3)CC[C@@H]21
    -47.9	-4.7	41.7	-3.1
> CC=Cc1ccc2n(c1=O)C[C@@H]1[C@@H](CO)[C@H](C(=O)N(C)C)N(CC3CCOCC3)[C@H]21 (mixture of isomers)
    2.4	5.0	-17.4	-2.9
> O=C(Nc1cc(F)ccc1F)N1C[C@@H]2[C@H](c3ccccc31)[C@H](CO)N2C(=O)c1ccccc1
    -5.1	1.9	-2.8	0.9
> CN1C(=O)c2cc(NC(=O)C3CC3)ccc2OC[C@H]2O[C@@H](CC(=O)Nc3cccc(Cl)c3)CC[C@@H]21
    23.8	-0.7	.	12.2
> O=C([C@@H]1[C@@H](CO)[C@@H]2Cn3c(ccc(-c4ccncc4)c3=O)[C@@H]2N1CCC(F)(F)F)N1CCOCC1
    -10.0	0.3	4.3	-1.5
> COc1ccc(NC(=O)Nc2ccc3c(c2)C(=O)N([C@@H](C)CO)C[C@H](C)[C@H](CN(C)S(=O)(=O)c2ccc(Cl)cc2)OCCCC[C@@H](C)O3)cc1
    -86.5*	6.1	79.6	7.7
> N#Cc1cccc(-c2ccc(C3[C@H]4CNC[C@@H]3N4S(=O)(=O)Cc3ccccc3)cc2)c1 (stereo partly drawn)
    -0.3	-1.2	.	18.4
> C[C@@H]1CN([C@@H](C)CO)C(=O)c2cc(NC(=O)C3CC3)ccc2O[C@@H]1CN(C)C(=O)Nc1ccc2c(c1)OCO2
    14.8	1.3	-14.1	2.0
> Cc1ccccc1S(=O)(=O)N1CC[C@@H]2[C@@H](CO)N(C)c3ccc(-c4cccc(C#N)c4)cc3[C@@H]21
    6.3	-9.7	100.4*	-4.7
> CC=Cc1ccc2n(c1=O)C[C@@H]1[C@@H](CO)[C@H](C(=O)Nc3ccccc3)N(CC3CC3)[C@H]21 (mixture of isomers)
    0.9	1.4	74.8	0.1
> C[C@H](CO)N1C[C@H](C)[C@H](CN(C)C)Oc2c(NC(=O)Nc3ccc(F)cc3)cccc2C1=O
    8.3	-0.6	.	10.8&-4.6
> O=C(NC1CCCCC1)N[C@@H]1CC[C@@H](CCNS(=O)(=O)c2ccc(Cl)cc2)O[C@H]1CO
    -34.8	0.6	52.1	-2.5
> O=C(CC1CC1)N1CC2(C1)[C@H](c1ccccc1)[C@@H](CO)N2Cc1ccc(F)cc1
    -65.8	0.0	.	-2.8
> CCCN(C)C[C@H]1OCCCC[C@@H](C)Oc2ccc(NC(=O)CCCN(C)C)cc2C(=O)N([C@@H](C)CO)C[C@H]1C
    -12.8	5.7	47.4	0.5
> C[C@@H]1CN([C@H](C)CO)C(=O)c2cccc(NS(=O)(=O)c3cccs3)c2O[C@@H]1CN(C)Cc1ccc2c(c1)OCO2
    10.0	-2.0	-4.4	.
> CC(C)NC(=O)N(C)C[C@H]1OCCCC[C@@H](C)Oc2ccc(NC(=O)c3ccncc3)cc2C(=O)N([C@@H](C)CO)C[C@@H]1C
    .	-1.8	-21.7	-3.7
> CC(C)(C)[S@](=O)N1Cc2cc(C(=O)NCc3ccccc3F)nc(-c3cccc(-c4ccncc4)c3)c2[C@@H]1CCO
    -77.3	-1.3	99.2*	.
> C[C@H](CO)N1C[C@H](C)[C@H](CN(C)Cc2ccc(F)cc2)Oc2cc(C#Cc3ccccn3)ccc2S1(=O)=O
    -70.6	-6.4	123.9*	-0.5
> CO[C@@H]1CN(C)C(=O)c2ccc(NS(=O)(=O)c3ccccc3F)cc2OC[C@H](C)NC[C@@H]1C
    24.9	0.4	57.0	.
> O=C(C[C@@H]1CC[C@@H]2[C@H](COC[C@@H](O)CN2Cc2ccccc2F)O1)N1CCc2ccccc2C1
    -20.8	-0.8	29.1	.
> CCCNC(=O)C[C@H]1CC[C@H]2[C@@H](COc3ccc(NC(=O)CC)cc3C(=O)N2C)O1
    -12.6	3.6	-27.3	-2.1
> CO[C@@H]1CN(C)C(=O)c2cc(NC(C)=O)ccc2OC[C@@H](C)N(Cc2ccccn2)C[C@@H]1C
    22.1	-0.4	30.6	-1.0
> CO[C@@H]1CN(C)C(=O)c2cc(NC(=O)Cc3ccccc3)ccc2OC[C@@H](C)N(CCc2ccccc2)C[C@H]1C
    .	-1.4	27.8	1.4

# Two entries from above in another layout.
Structure	Pf Dd2 growth	GASC1 inh	Tcruzi prolif	C diff HTS
CCC(=O)Nc1ccc2c(c1)OC[C@@H](C)N(C(=O)COC)C[C@H](C)[C@@H](OC)CN(C)C2=O	12.5	4.1	-2.8	-2.0
O=C(CC1CC1)N1CC2(C1)[C@H](c1ccccc1)[C@@H](CO)N2Cc1ccc(F)cc1	-65.8	0.0	.	-2.8

# Records above shown as hits in Pf Dd2 growth.
Structure	Pf Dd2 growth	GASC1 inh	C diff HTS
COc1ccc(NC(=O)Nc2ccc3c(c2)C(=O)N([C@@H](C)CO)C[C@H](C)[C@H](CN(C)S(=O)(=O)c2ccc(Cl)cc2)OCCCC[C@@H](C)O3)cc1	-86.5*	6.1	7.7

# More structures:
# The line under a structure holds: Pf Dd2 growth	GASC1 inh	Tcruzi prolif	C diff HTS
> CN(C)CC(=O)N[C@H]1CC[C@H](CCNC(=O)Nc2ccc(F)cc2)O[C@H]1CO
    -15.5	2.9	47.5	.
> C[C@H]1CN([C@@H](C)CO)C(=O)c2cc(C#Cc3cccc(F)c3)cnc2O[C@H]1CN(C)C(=O)C1CC1
    -22.7	-0.9	69.3	2.6
> O=C(Nc1ccccc1F)N1CC(=O)N2[C@@H](CO)[C@H](c3ccc(-c4cccnc4)cc3)[C@@H]2C1
    -12.8	-1.1	.	-2.8
> COc1ccc(S(=O)(=O)N(C)C[C@@H]2Oc3ccc(NC(=O)C4CC4)cc3C(=O)N([C@H](C)CO)C[C@H]2C)cc1
    -9.8	-0.8	-1.2	4.0
> COC(=O)[C@H]1[C@H](CO)[C@H]2Cn3c(ccc(-c4ccccc4OC)c3=O)[C@H]2N1C(=O)c1cccnc1
    7.1	-0.4	-5.9	1.7
> C/C=C/c1ccc([C@H]2[C@@H](CO)N3C(=O)CN(C(=O)CC4CC4)C[C@@H]23)cc1
    28.2	-2.0	.	1.9
> COCC(=O)Nc1ccc2c(c1)[C@@H]1C[C@@H](CC(=O)NCc3ccncc3)O[C@@H](CO)[C@@H]1O2
    4.0	0.2	41.5	-4.0
> C[C@@H]1CN([C@H](C)CO)S(=O)(=O)c2ccc(C#Cc3ccccc3)cc2O[C@@H]1CN(C)C(=O)C1CC1
    -82.2*	-0.5	47.9	4.0
> O=C(c1ccccn1)N1CC2(C1)[C@@H](c1ccccc1)[C@@H](CO)N2C(=O)C1CCCCC1
    22.9	-1.3	.	-6.3
> COc1ccc(S(=O)(=O)Nc2cccc3c2O[C@H](CN(C)S(=O)(=O)c2ccc(Cl)cc2)[C@@H](C)CN([C@H](C)CO)C3=O)cc1
    7.5	1.4	35.6	0.9
> O=C(C[C@H]1C=C[C@@H](NC(=O)C2CCOCC2)[C@H](CO)O1)Nc1ccccc1
    38.0	-0.4	.	5.6
> C[C@@H]1CN([C@H](C)CO)C(=O)c2cc(C3=CCCC3)cnc2O[C@@H]1CN(C)C(=O)CN(C)C
    11.9	-1.3	.	2.2
> CCCNC(=O)N1CC2(CCN(Cc3cccc(F)c3)CC2)c2c([nH]c3cc(OC)ccc23)[C@H]1CO
    -64.4	-2.5	.	5.4
> O=C(CN1CCOCC1)NCC[C@@H]1CC[C@H](NC(=O)Nc2ccc(F)cc2)[C@H](CO)O1
    14.3	-0.3	-28.4	-0.8
> C[C@@H]1CN([C@H](C)CO)C(=O)c2ccccc2-c2ccccc2CO[C@@H]1CN(C)C(=O)Nc1cccc(Cl)c1Cl
    -69.3	-0.3	.	-3.0
> O=C(Nc1ccc(Cl)c(Cl)c1)N[C@H]1CC[C@@H](CCn2cc(C3CC3)nn2)O[C@H]1CO
    10.9	0.4	.	2.3
> Cc1noc(C)c1S(=O)(=O)N(C)C[C@H]1Oc2ccc(NC(=O)NC3CCCCC3)cc2CC(=O)N([C@@H](C)CO)C[C@H]1C
    16.6	-0.5	19.0	-2.8
> CC(C)NC(=O)N(C)C[C@H]1Oc2ccc(NS(=O)(=O)c3ccccc3)cc2C(=O)N([C@@H](C)CO)C[C@@H]1C
    2.4	-0.2	19.5	3.7
> C[C@@H]1CN([C@H](C)CO)C(=O)c2cc(NS(=O)(=O)c3ccc(F)cc3)ccc2O[C@@H](C)CCCCO[C@H]1CN(C)Cc1ccc2c(c1)OCO2
    -47.9	1.7	111.8*	.
> C[C@@H]1CN([C@H](C)CO)C(=O)c2cc(NC(=O)c3ccncc3)ccc2O[C@@H](C)CCCCO[C@@H]1CN(C)CC1CC1
    -9.3	0.2	23.3	4.7
> COCC(=O)N1[C@H](C#N)[C@H](c2ccccc2-c2cccc(OC)c2)[C@H]1CO
    18.2	0.0	.	92.9

# Screening results from PubChem BioAssay.
